# Screens deposited in PubChem by National Center for Advancing Translational Sciences (NCATS).
# TDP1 inh: inhibitors of human tyrosyl-DNA phosphodiesterase TDP1; Q9NUW8; recombinant TDP1, AlphaScreen DNA substrate cleavage; 0.28% of 350,000 active; Potency, µM (top dose mostly 130 µM), inactives show at the top dose activity change, negative = inhibition, hits mostly inhibitors; active = well fitted inhibition curve with a large enough effect; also: nearly all actives have a fitted effect of over 40% in size
# Target sequence (Q9NUW8 whole entry, looked up): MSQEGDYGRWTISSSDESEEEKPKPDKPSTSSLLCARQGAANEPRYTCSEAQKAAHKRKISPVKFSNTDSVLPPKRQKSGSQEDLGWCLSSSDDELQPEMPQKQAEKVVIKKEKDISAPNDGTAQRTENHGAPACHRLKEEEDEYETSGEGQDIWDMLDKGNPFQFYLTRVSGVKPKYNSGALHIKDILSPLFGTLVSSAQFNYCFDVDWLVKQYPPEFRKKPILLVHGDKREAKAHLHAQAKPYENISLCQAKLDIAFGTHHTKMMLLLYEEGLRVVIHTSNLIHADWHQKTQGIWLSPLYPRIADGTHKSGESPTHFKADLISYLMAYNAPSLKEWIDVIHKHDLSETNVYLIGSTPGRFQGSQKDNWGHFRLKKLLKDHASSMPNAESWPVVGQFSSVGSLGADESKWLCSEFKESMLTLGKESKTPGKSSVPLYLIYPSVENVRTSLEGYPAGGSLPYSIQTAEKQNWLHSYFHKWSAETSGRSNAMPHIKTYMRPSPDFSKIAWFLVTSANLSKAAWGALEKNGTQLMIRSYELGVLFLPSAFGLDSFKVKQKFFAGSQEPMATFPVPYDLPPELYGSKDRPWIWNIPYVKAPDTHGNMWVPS
#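 Enzyme-compound mixtures sat 15 min at room temperature, followed by a 5 min reaction with 15 nM final substrate and 10 min with AlphaScreen beads. Recombinant human Tdp1 was used at 1 nM final.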
# * hit, by the source's call; & = joins results of further samples. % is scaled to controls: 0 for no effect and ±100 for the full control effect; potency is read from the fitted curve at half-maximal effect. An excerpt. The share of hits here may be higher or lower than overall.
smiles,TDP1 inh
C=Cc1ccc(CN2C(=O)c3ccccc3Sc3ccc(C(=O)OCc4ccco4)cc32)cc1,1%
O=C(OCC#CCSc1nnc(-c2cccc3ccccc23)o1)c1cc2ccccc2s1,-4%
COc1ccc(C2c3c(n(CCc4ccccc4)cnc3=N)Oc3ccc4ccccc4c32)cc1OC (configuration not stated),1%
O=C(CNC(=O)c1ccc(Cl)c(C(F)(F)F)c1)OC(C(=O)Nc1cc(C(F)(F)F)ccc1Cl)c1ccccc1 (configuration not stated),-1%
CC(C)(C)OC(=O)NCc1nnc(-c2cc3ccccc3[nH]2)o1,0%
O=C(Nc1ccc(Cl)cc1)N1CCN(c2ccc3nnc(-c4ccccc4)n3n2)CC1,-1%
Cc1cc2c(s1)c1cnn(Cc3cccc(F)c3)c(=O)c1n2C,-10%
CC(C)[C@@]1(c2ccc(Cl)cc2)ON(c2ccccc2C(F)(F)F)C1=O,1%
Cc1ccccc1CSCCNC(=O)CN(c1ccccc1)S(=O)(=O)N(C)C,2%
CCOC(=O)CCNC(=O)N1CCN(S(=O)(=O)c2ccc3c(ccn3C)c2)CC1,7%

# Fetched one by one from the entries so far:
smiles,TDP1 inh
Cc1cc2c(s1)c1cnn(Cc3cccc(F)c3)c(=O)c1n2C,-10%
C=Cc1ccc(CN2C(=O)c3ccccc3Sc3ccc(C(=O)OCc4ccco4)cc32)cc1,1%
CC(C)[C@@]1(c2ccc(Cl)cc2)ON(c2ccccc2C(F)(F)F)C1=O,1%
O=C(OCC#CCSc1nnc(-c2cccc3ccccc23)o1)c1cc2ccccc2s1,-4%
O=C(Nc1ccc(Cl)cc1)N1CCN(c2ccc3nnc(-c4ccccc4)n3n2)CC1,-1%
COc1ccc(C2c3c(n(CCc4ccccc4)cnc3=N)Oc3ccc4ccccc4c32)cc1OC (configuration not stated),1%
CCOC(=O)CCNC(=O)N1CCN(S(=O)(=O)c2ccc3c(ccn3C)c2)CC1,7%

# (more compounds)
smiles,TDP1 inh
CC(=O)NC(C)c1cc(Cl)c2ccccc2c1O (configuration not stated),2%
O=C1NC(=O)C2C3C=CC(C3)C12 (configuration not stated),6%
CC(C)(C)OC(=O)Cc1nnc(C(C(=O)OCc2ccccc2)c2ccccc2)s1 (configuration not stated),-5%
O=C(OCC#CCSc1nnc(-c2cccc(F)c2)o1)c1ccc(F)cc1,-8%
Cn1c(=O)c2sccc2n2c(CCC(=O)N3CCN(c4ccc(F)cc4)CC3)nnc12,4%
Cn1c2cc(C#N)sc2c2cnn(Cc3ccccc3F)c(=O)c21,0%&0%
CCOC(=O)c1ccc2c(c1)N(CC(=O)Nc1ccc(C)cc1C)C(=O)c1ccccc1S2,2%
Cc1nc(-c2ccc(S(=O)(=O)Nc3ccc(C)c(C)c3)s2)cs1,1%
COc1cc(C2NC(=O)N(C)C3=C2C(=O)N(c2ccccc2)C3)ccc1O (configuration not stated),5%
COc1ccc(C(=O)Nc2ccc(N3CCOCC3)c(C(F)(F)F)c2)cc1OC,-1%
CCn1cnc2c(Nc3cc(F)cc(F)c3)nc(C(=O)COc3c(F)c(F)cc(F)c3F)nc21,0%
CCOc1ccc(CCNC(=O)CN2C(=O)COc3ccc(S(=O)(=O)N4CCCCCC4)cc32)cc1,-1%
Cc1nc(N)c(S(=O)(=O)c2ccccc2)c(Nc2ccc(Br)cc2)n1,7%
CC(=O)Nc1ccc(NC(=O)CSc2nccn2C)cc1,6%
NC(N)=NCCC[C@H](NC(=O)CNC(=O)c1ccccc1)C(=O)Nc1cc(C(F)(F)F)ccc1Cl,-3%
Cc1nc2ccccn2c1P(=O)(c1ccccc1)c1ccccc1,4%
Cc1nc(SCc2nc3ccc(Br)cc3[nH]2)c2oc3ccccc3c2n1,-6%
CCc1ccc(NC(=O)c2cc(S(=O)(=O)N3CCCCC3)c[nH]2)cc1,0%
COc1ccc2oc(=O)c(C(=O)NCCc3c(C)[nH]c4ccc(F)cc34)cc2c1,5%
O=C1c2ccccc2C(=O)N1Cc1ccccc1,-5%
O=C(c1ccc(-c2cc(O)c3ncccc3c2)cc1)N1CCNCC1,10%
COc1ccc(OC)c(-c2nnc3n2N=C(c2ccc(OC)c(OCC4CC4)c2)CS3)c1,8%
O=S(=O)(c1ccc2c(c1)OCCCO2)N1CCN(S(=O)(=O)c2c(F)cccc2F)CC1,-2%
CC1(C)O[C@@H]2[C@H](O1)[C@@H](COS(=O)(=O)O)O[C@H]2n1cnc2c(N)ncnc21,2%
Cc1cc2c(s1)c1cnn(Cc3ccccc3Cl)c(=O)c1n2C,1%
CCOc1ccccc1NC(=S)/C(=C(\[O-])c1ccc2c(c1)OCCO2)[n+]1ccc(CC)cc1,3%
Cn1nnnc1Sc1ncnc2scc(-c3ccc(Cl)cc3)c12,3%
CCc1ccc2oc(-c3ccc(C)c(NC(=O)c4ccc(C#N)cc4F)c3)nc2c1,7%
COc1ccc(C2CC(=O)N(CC(=O)Nc3ccc(C(F)(F)F)cc3)c3ccccc3S2)cc1 (configuration not stated),2%
CC(=O)N1CCOc2cc(S(=O)(=O)N(C)Cc3ccccc3)c(Cl)cc21,1%
CC(=O)NC1[C@H]([C@H](O)[C@H](O)CO)OC(C(=O)O)=C[C@H]1N=C(N)N (some centres not stated),6%
COc1ccc(OC)c(-c2nnc3n2N=C(c2ccc(OC)c(OC4CCOC4)c2)CS3)c1 (configuration not stated),8%
CC(=O)Nc1ccc(S(=O)(=O)N2CCCN(S(=O)(=O)c3ccc4c(c3)OCCO4)CC2)cc1,2%
O=C(Nc1ccc(F)cc1F)c1cc(S(=O)(=O)N2CCCCC2)c[nH]1,-4%
Cc1ccc(-c2nc(C)c(CCNC(=O)c3ccccc3Br)s2)cc1,5%
c1ccc(Cn2c(-c3cccs3)nc3nc4ccccc4nc32)cc1,-5%
Cc1ccc2c(c1)-c1onc(C(=O)N3CCN(c4cc(C)ccc4C)CC3)c1CO2,-3%
CN(C)S(=O)(=O)c1ccc2c(c1)N(CC(=O)N1CCN(c3ccccc3F)CC1)CCS2,2%
CCCCn1c(=O)nc2n(-c3ccc(Br)cc3)c3ccccc3cc-2c1=O,-1%
Cc1c(-c2ccccc2)n(-c2ccccc2O)c2nc3c(c(=O)n(C)c(=O)n3C)n12,1%
COc1ccc(C2c3c(nc(C)[nH]c3=O)Oc3ccc4ccccc4c32)cc1OC (configuration not stated),1%
Cc1ccc(CNc2ncnc3ccc(-c4ccc5c(c4)OCO5)cc23)s1,2%
O=S(=O)(c1ccc2c(c1)OCCO2)N1CCN(S(=O)(=O)c2c(F)cccc2F)CC1,0%&0%&-4%
CCOC(=O)Cn1c(=O)n(C2CCCCC2)c2nc(-c3c(F)cccc3Cl)nc(C(N)=O)c21,5%
COc1ccccc1N1C(=O)c2ccccc2C1=O,0%
CCc1ccc(NCc2cc3ccc(OC)cc3n(CC(=O)Nc3ccc(F)cc3F)c2=O)cc1,3%
CC(O)C1CCC2C3CCC4CC(O)CCC4(C)C3CCC12C (configuration not stated),2%
CC(=O)c1cccc(NC(=O)Cn2c(=O)c(CNc3ccc(C)cc3)cc3cc4c(cc32)OCCO4)c1,3%
Cc1ccc(C)c(N2CCN(S(=O)(=O)c3ccc4[nH]c5c(c4c3)CCCCC5)CC2)c1,2%
CCOc1ccc(NC(=O)c2cccc(-n3cccc3)c2)cc1S(=O)(=O)N1CCOCC1,0.79µM*

# The list goes on.
smiles,TDP1 inh
CCc1ccc(NCc2cc3ccc(OC)cc3n(CC(=O)Nc3ccc(C(C)C)cc3)c2=O)cc1,8%
Cc1ccc(CN2COc3ccc4c(C)cc(=O)oc4c3C2)cc1,3%
COc1ccc(-c2nc(C)c(CCNS(=O)(=O)c3cc(C)c(C)cc3C)s2)cc1,4%
CNc1cccc(S(=O)(=O)N2CCN(S(=O)(=O)c3ccc4c(c3)OCCO4)CC2)c1,-3%
Cc1nc(-c2ccccc2)sc1CCNS(=O)(=O)c1ccc(Br)cc1,0%
Cc1cc2c(s1)c1cnn(Cc3ccc(F)cc3)c(=O)c1n2C,50µM*
COc1cccc(C2c3c(ncn(-c4ccccc4OC)c3=N)Oc3ccc4ccccc4c32)c1 (configuration not stated),6%
Cc1ccccc1NC(=O)NCCCN1CCN(c2ccccc2F)CC1,5%
CC(C)(C)NC(=O)CCSc1nc(-c2ccc3c(c2)OCO3)cc(C(F)(F)F)n1,0%
Cc1c(NC(=O)c2ccc(-c3cccc([N+](=O)[O-])c3)o2)cccc1-c1nc2cc(Cl)ccc2o1,-2%
CCOc1ccc(CCNC(=O)CSc2nnnn2-c2ccccc2Cl)cc1OCC,6%
CC(CNC(=O)c1cnn(-c2ccc(F)cc2)c1-n1cccc1)c1ccccc1 (configuration not stated),3%
O=C1NC(Cc2ccccc2)c2nc3ccc(Cl)cc3c(=O)n2-c2ccccc21 (configuration not stated),0%
CC1CCN(S(=O)(=O)c2ccc3c(c2)N(CC(=O)NCC(C)c2ccccc2)C(=O)CO3)CC1 (configuration not stated),1%
CCOC(=O)c1ccc(NS(=O)(=O)c2ccc3[nH]c4c(c3c2)CCCCC4)cc1,7%
O=C(NCc1ccccc1Cl)c1ccc(-n2cnc3cccnc32)cc1,-3%
COc1cccc(CNc2cc(C)nc3nc(-c4ccc(C)cc4)nn23)c1,-3%
COc1ccc(C2c3c(nc(CCc4ccccc4)[nH]c3=O)Oc3ccc4ccccc4c32)cc1OC (configuration not stated),1%
CC(C)(C)OC(=O)NCC(=O)NNC(=O)C(C(=O)OCc1ccccc1)c1ccccc1 (configuration not stated),0%&2%
COc1cccc(C2c3c(ncn(-c4cccc(C#N)c4)c3=N)Oc3ccc4ccccc4c32)c1 (configuration not stated),3%
CC(=O)NC(c1cc(Cl)c2cccnc2c1O)C(C)C (configuration not stated),2%
CC(=O)NC(c1cc(F)c2cccnc2c1O)C1CC1 (configuration not stated),1%
O=C(Nc1ccc(F)cc1F)c1ccc(-n2cnc3cccnc32)cc1,8%
CCCN1CCN(CCCNC(=O)c2cnn(-c3ccc(F)cc3)c2-n2cccc2)CC1,0%
COc1ccc(-c2cc3ccc(O)c(CN4CCCC(C)C4)c3oc2=O)cc1OC (configuration not stated),4%
CCOC(=O)NC1(C(F)(F)F)NC(=O)N(c2ccc(C)c(C)c2)C1=O (configuration not stated),4%
COc1ccc2c(c1)c(N1CCCC1=O)c(C(=O)Nc1cc(C)c(Cl)cc1OC)n2C,0%
CC(=O)N1CCN(c2ccc(NCc3ccc(Br)o3)cc2)CC1,6%
CCOC(=O)Cn1c(=O)n(CC2CCCO2)c2nc(-c3cc(OC)ccc3OC)nc(C(N)=O)c21 (configuration not stated),4%
CCc1ccc(NC(=O)c2sc3nc(C)c(Cl)c(C)c3c2N)cc1,5%
O=C(Nc1cccc2cccnc12)OCc1ccccc1,5%
CCOc1ccc(NC(=O)CCNS(=O)(=O)c2ccc3c(c2)CCCC(=O)N3)cc1,4%
Cn1c2cc(S(C)=O)sc2c2cnn(Cc3cccc(O)c3)c(=O)c21 (configuration not stated),1%
O=C(OCC#CCSc1nnc(-c2c[nH]c3ccccc23)o1)c1ccc(F)cc1,-3%
O=C(NCc1nnc(-c2cc3ccccc3[nH]2)s1)c1ccccc1,-4%
CC(=O)Nc1cccc(S(=O)(=O)N2CCCN(S(=O)(=O)c3ccc4c(c3)OCCO4)CC2)c1,1%
Cc1ccc(NS(=O)(=O)c2cc3c(cc2C)OCC(=O)N3)cc1C,1%
Cc1c(P(=S)(c2ccccc2)c2ccccc2)[n+]2ccccc2n1CC(=O)c1ccccc1,1%
Cc1ccc(CN2C(=O)c3ccccc3Sc3ccc(C(=O)OCc4ccco4)cc32)cc1,-1%
N#Cc1nc(NCC(F)F)c2ncn(-c3cc(F)cc(F)c3)c2n1,-1%
CCCOc1ccccc1C(=O)Nc1ccc(-c2nc3ccc(C)cc3s2)cc1,2%
Cc1ccccc1NS(=O)(=O)c1ccc2c(c1)CCC(=O)N2,0%
CCN(CC)CCCNC(=O)c1ccc(-c2nc(CN3CCc4ccccc43)c(C)o2)cc1,7%
Cc1ccc2cccc(NC(=O)COc3cc(C)c(Cl)c(C)c3)c2n1,6%
COc1ccc(C2c3c(ncn(CCCc4ccccc4)c3=N)Oc3ccc4ccccc4c32)cc1OC (configuration not stated),6%
c1ccc(CN(Cc2ccccc2)Cc2nnc(-c3cc4ccccc4[nH]3)s2)cc1,-4%&-3%
COc1cc(F)c(S(=O)(=O)N2CCN(S(=O)(=O)c3ccc4c(c3)OCCO4)CC2)c(F)c1,1%
Cn1c(=O)c2c(-c3ccc(Cl)cc3)n(Cc3ccccc3)cc2n(C)c1=O,-2%
O=C1CCc2cc(S(=O)(=O)Nc3cccc(C(F)(F)F)c3)ccc2N1,1%
COC(=O)c1ccccc1NC(=O)c1sc2nc(C)cc(C)c2c1NC(=O)c1ccccc1Cl,1%

# The results go on:
smiles,TDP1 inh
COC(=O)c1nnn(-c2cccc(C)c2)c1N,1%
CCOc1ccc(S(=O)(=O)Nc2ccc3oc(C)c(C(=O)OC(C)C)c3c2)cc1,3%
CC(=O)N1CCN(c2ccc(NCc3ccco3)cc2)CC1,2%
N#Cc1nc(NCC(F)F)nc(Nc2cc(F)cc(F)c2)n1,1%&0%
O=C(c1ccccc1O)N(Cc1cccs1)Cc1cccs1,-4%
COc1cc(S(=O)(=O)N2CCN(Cc3ccc4c(c3)OCO4)CC2)ccc1NC(C)=O,6%
COc1cc(OC)c(NC(=O)CN(C)S(=O)(=O)c2ccc3c(c2)CCCC(=O)N3)cc1Cl,1%
